Source: PubChem (Sanford-Burnham Center for Chemical Genomics)
HKDC1 inhibitor: HKDC1 hexokinase inhibitors, primary screen, biochemical, fluorescence, uHTS; Q2TB90; recombinant HKDC1, G6PDH/diaphorase resazurin coupled fluorescence; inhibition, % at 20 µM; actives 0.16% (n = 340,000);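 active = inhibition above about 35% when tested at 20 µM, limit read from the data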;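 note: plate controls were DMSO wells with enzyme for no effect and DMSO wells lacking enzyme for full effect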
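test system = in-house recombinant HK5 (HKDC1) enzyme | amount = HKDC1 at 5 µg/mL | control set = DMSO-enzyme wells negative, buffer-substituted wells positive | compound = one dose of 20 µM, 1% DMSO | schedule = reaction time 90 min, room temperature, protected from light | technique = resorufin fluorescence at 613 nm | reagent = glucose with 1 mM ATP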
SENP7 block: SENP7 protease inhibitors, primary screen, biochemical, luminescence, uHTS; Sentrin-specific protease 7 (Homo sapiens), Q9BQF6; inhibition, % at 5 µM; recombinant SENP7, Z-RLRGG-aminoluciferin luminescence, 40 min; AID 434973, 2010; actives 1.5% (n = 330,000);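 active = inhibition above about 50% at the single test dose, limit read from the data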;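 note: plate controls were DMSO with enzyme for no effect and no enzyme buffer wells for full effect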
SENP8 block-1: human SENP8 protease inhibitors, primary screen, biochemical, fluorescence, Nedd8 protein substrate, uHTS | Sentrin-specific protease 8 (Homo sapiens), Q96LD8 | actives 0.64% (n = 360,000) | recombinant SENP8 | inhibition, % at 20 µM | AID 602440, 2012; in the data active = inhibition mostly above about 40%, no sharp cut-off; inactive = mostly below about 27%
SENP8 block-2: SENP8 protease inhibitors, primary screen, biochemical, luminescence; Sentrin-specific protease 8 (Homo sapiens), Q96LD8; AID 2540, 2010; purified SENP8, Z-RLRGG-aminoluciferin cleavage; actives 1.2% (n = 330,000); inhibition, % at 10 µM; in the data active = inhibition above about 50%
Apaf-1 inh: inhibitors of human Apaf-1 apoptosome, primary screen, biochemical, DEVD-Rh110 fluorescence, uHTS | Apoptotic protease-activating factor 1 (Homo sapiens), O14727 | reconstituted apoptosome caspase-3 activity | inhibition, % at 20 µM | actives 0.71% (n = 330,000) | AID 489030, 2010; active = inhibition of at least 40% at 20 µM;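 note: plate controls were DMSO wells for no effect and DEVD-CHO caspase inhibitor wells for full effect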
Target sequence (O14727 whole entry, looked up): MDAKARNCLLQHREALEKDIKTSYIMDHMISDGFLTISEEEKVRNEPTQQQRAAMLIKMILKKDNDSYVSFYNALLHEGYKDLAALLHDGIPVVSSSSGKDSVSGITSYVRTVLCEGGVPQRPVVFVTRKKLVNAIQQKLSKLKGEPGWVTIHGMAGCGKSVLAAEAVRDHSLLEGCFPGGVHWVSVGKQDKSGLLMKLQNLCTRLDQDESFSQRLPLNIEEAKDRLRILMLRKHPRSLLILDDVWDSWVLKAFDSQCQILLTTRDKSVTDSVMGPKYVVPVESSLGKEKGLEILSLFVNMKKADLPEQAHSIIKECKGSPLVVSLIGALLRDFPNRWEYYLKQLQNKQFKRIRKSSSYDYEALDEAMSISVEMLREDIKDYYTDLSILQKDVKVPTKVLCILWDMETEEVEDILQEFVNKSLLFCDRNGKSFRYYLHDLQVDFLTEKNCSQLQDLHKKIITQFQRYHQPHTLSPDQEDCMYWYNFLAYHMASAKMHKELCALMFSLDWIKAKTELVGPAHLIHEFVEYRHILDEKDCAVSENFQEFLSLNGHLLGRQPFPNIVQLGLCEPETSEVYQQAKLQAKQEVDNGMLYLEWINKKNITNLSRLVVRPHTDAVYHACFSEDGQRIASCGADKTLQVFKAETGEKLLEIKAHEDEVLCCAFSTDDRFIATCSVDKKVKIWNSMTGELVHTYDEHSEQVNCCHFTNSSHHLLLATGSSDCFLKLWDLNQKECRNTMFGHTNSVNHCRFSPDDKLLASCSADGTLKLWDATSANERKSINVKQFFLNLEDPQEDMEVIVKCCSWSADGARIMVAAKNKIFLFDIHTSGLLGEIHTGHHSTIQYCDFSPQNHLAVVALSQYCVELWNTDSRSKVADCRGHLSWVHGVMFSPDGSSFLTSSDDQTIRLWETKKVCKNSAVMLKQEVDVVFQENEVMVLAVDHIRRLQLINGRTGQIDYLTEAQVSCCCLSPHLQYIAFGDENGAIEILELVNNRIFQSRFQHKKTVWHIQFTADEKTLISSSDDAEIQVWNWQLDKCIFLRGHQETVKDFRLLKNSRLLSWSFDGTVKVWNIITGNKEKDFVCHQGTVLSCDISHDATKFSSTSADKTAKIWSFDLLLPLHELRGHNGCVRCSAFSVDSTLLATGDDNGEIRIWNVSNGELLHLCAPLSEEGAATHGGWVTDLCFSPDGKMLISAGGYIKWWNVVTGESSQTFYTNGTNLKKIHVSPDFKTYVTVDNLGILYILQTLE
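Assay system – apoptosome proteins · Medium – Hepes buffer, pH 7.5 · Also added – cytochrome c with DEVD-Rh110 · Timing – 30 min compound preincubation, 50 min activation, room temperature · Detection – Rh110 fluorescence, excitation 480 nm, emission 540 nm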
SENP1 inh: human SENP1 catalytic domain inhibitors, primary screen, biochemical, FRET, uHTS; Sentrin-specific protease 1 (Homo sapiens), Q9P0U3; recombinant SENP1 catalytic domain, CyPet-SUMO1-YPet FRET cleavage; inhibition, % at 10 µM; actives 0.21% (n = 360,000);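 active = inhibition at least 30% at 10 µM, raw YFP signal under a set limit, fluorescence ratio 0.5 to 1.5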;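 note: 0% = enzyme with DMSO and 100% = no enzyme wells; some results filed as inactive read as strong as hits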
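material = recombinant human SENP1 catalytic domain, His6-tagged | quantity = 20 pM enzyme | reagent = 25 nM SUMO1 FRET substrate | compound dosing = 10 µM single point, 0.5% DMSO | timing = 50 min enzyme reaction, room temperature, light-protected | detection = FRET, CFP and YFP emission | control set = no-enzyme low, enzyme-DMSO high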
PfG6PD inh: PfG6PD enzyme inhibitors, primary screen, biochemical, fluorescence intensity, uHTS. glucose-6-phosphate dehydrogenase-6-phosphogluconolactonase (Plasmodium falciparum 3D7). inhibition, % at 20 µM. actives 0.78% (n = 350,000). AID 504690, 2011. PfGluPho enzyme, NADPH resazurin-diaphorase fluorescence;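 active = inhibition reaching at least a set limit at 20 µM in the primary screen, cut at about 59% in these data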;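 note: 0% = DMSO wells with substrate and 100% = DMSO wells lacking glucose-6-phosphate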
SENP6 block: SENP6 protease inhibitors, primary screen, biochemical, luminescence, uHTS. Sentrin-specific protease 6 (Homo sapiens), Q9GZR1. Recombinant SENP6 catalytic domain, aminoluciferin luminescence. inhibition, % at 10 µM. actives 1.8% (n = 330,000). AID 2599, 2010;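 active = inhibition above about 50% at the single tested dose, limit read from the data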;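 note: plate controls were DMSO wells with enzyme for no effect and DMSO wells lacking enzyme for full effect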
An asterisk follows results filed as active.

CC(=O)NC(CC(=O)O)c1ccc([N+](=O)[O-])cc1 (stereo not drawn) was read as HKDC1 inhibitor -5, SENP7 block -2, SENP8 block-1 18, SENP8 block-2 -6, Apaf-1 inh 7, SENP1 inh 2, PfG6PD inh -1 and SENP6 block -13.
Screening CCCSc1nc(N)c2c3c(sc2n1)CN(C)CC3 returned HKDC1 inhibitor 10, SENP7 block 0, SENP8 block-1 inactive, SENP8 block-2 7, Apaf-1 inh 2, SENP1 inh -49, PfG6PD inh 7 and SENP6 block 2.
`Cc1ccc(OCC(=O)NNC(=S)NC(=O)C2CCCCC2)c(C)c1` gave HKDC1 inhibitor -32, SENP7 block 10, SENP8 block-1 4, SENP8 block-2 7, Apaf-1 inh 10, SENP1 inh 2, PfG6PD inh -6 and SENP6 block 1.
Cn1c(=O)[nH]c(=O)c2c1nc(CN1CCN(c3cccc(Cl)c3)CC1)n2CCCc1ccccc1 was read as HKDC1 inhibitor -5, SENP7 block -5, SENP8 block-1 20, SENP8 block-2 2, Apaf-1 inh 26, SENP1 inh 3, PfG6PD inh 0 and SENP6 block -10.
For Cc1nn2c(N3CCN(C(=O)c4ccco4)CC3)cc(C(C)(C)C)nc2c1-c1ccccc1 the results were HKDC1 inhibitor -8, SENP7 block -15, SENP8 block-2 -5, Apaf-1 inh 25, PfG6PD inh 18 and SENP6 block 4.
Screening COCCCNC(=O)CN(c1cc(Cl)ccc1OC)S(C)(=O)=O returned HKDC1 inhibitor -9, SENP7 block 3, SENP8 block-1 4, SENP8 block-2 7, Apaf-1 inh -4, SENP1 inh 2, PfG6PD inh 10 and SENP6 block -11.
For COc1cc2c(cc1OC)CN(C(=O)Cc1ccc(OC)c(S(=O)(=O)N3CCOCC3)c1)CC2 the results were HKDC1 inhibitor 0, SENP7 block 5, SENP8 block-1 -7, SENP8 block-2 1, Apaf-1 inh 2, SENP1 inh -18, PfG6PD inh -8 and SENP6 block -2.
For Cc1ccc2nc(Nc3ncc4c(n3)CC(C)(C)CC4=O)nc(C)c2c1 the results were HKDC1 inhibitor -3, SENP7 block -1, SENP8 block-1 -28, SENP8 block-2 1, Apaf-1 inh -5, SENP1 inh -1, PfG6PD inh 10 and SENP6 block -11.
For O=C(Oc1cccc(C(=O)N2CCOCC2)c1)c1ccc(Br)cc1 the results were HKDC1 inhibitor -4, SENP7 block 3, SENP8 block-1 13, SENP8 block-2 -5, Apaf-1 inh -7, SENP1 inh 7, PfG6PD inh 8 and SENP6 block -2.
For Cc1ccc(C2CC(=O)NC(SCc3ccccc3)=C2C#N)cc1 (stereo not drawn) the results were HKDC1 inhibitor 1, SENP7 block -7, SENP8 block-1 16, SENP8 block-2 -4, Apaf-1 inh 29, SENP1 inh 0, PfG6PD inh 3 and SENP6 block -13.
Screening Cc1csc(NC(=O)C2CCCN2C(=O)OCC(C)C)n1 (stereo not drawn) returned HKDC1 inhibitor -10, SENP7 block -6, SENP8 block-1 25, SENP8 block-2 -3, Apaf-1 inh 10, SENP1 inh 0, PfG6PD inh -8 and SENP6 block -14.
`O=C(CN1CCN(c2ccc(F)cc2)CC1)Nc1ccc(-n2cnnn2)cc1` gave HKDC1 inhibitor -5, SENP7 block -4, SENP8 block-1 4, SENP8 block-2 -1, Apaf-1 inh -21, SENP1 inh 1, PfG6PD inh -2 and SENP6 block 3.
Screening OCCC#Cc1ccc(CN2CCN(CCc3ccccc3)C(CCO)C2)cc1 (stereo not drawn) returned HKDC1 inhibitor -7, SENP7 block -1, SENP8 block-1 2, SENP8 block-2 -10, Apaf-1 inh 2, SENP1 inh -1, PfG6PD inh -2 and SENP6 block -4.
`CCOc1ccc(NC(=O)CCSc2ccc3ccccc3n2)cc1` gave HKDC1 inhibitor -3, SENP7 block -2, SENP8 block-1 18, SENP8 block-2 -4, Apaf-1 inh 5, SENP1 inh 2, PfG6PD inh -6 and SENP6 block -7.
For O=C(CC1C(=O)NCCN1C(=O)c1ccc([N+](=O)[O-])cc1)Nc1ccc(F)cc1 (stereo not drawn) the results were HKDC1 inhibitor 1, SENP7 block 15, SENP8 block-1 10, SENP8 block-2 -8, Apaf-1 inh 32, SENP1 inh 1, PfG6PD inh -6 and SENP6 block -10.
Screening NS(=O)(=O)c1cc(C(=O)OCC(=O)c2ccc3c(c2)OCCO3)ccc1Cl returned HKDC1 inhibitor 5, SENP7 block 3, SENP8 block-1 17, SENP8 block-2 -4, Apaf-1 inh -12, SENP1 inh 1, PfG6PD inh -17 and SENP6 block -26.
For O=C(Nc1nnc(Cc2ccc(F)cc2)s1)Nc1ccccc1F the results were HKDC1 inhibitor -4, SENP7 block 3, SENP8 block-1 27, SENP8 block-2 -5, Apaf-1 inh 0, SENP1 inh -2, PfG6PD inh -21 and SENP6 block -6.
CCOc1ccc(C(=O)CCC(=O)NC(C)C(=O)OC)cc1 (stereo not drawn) was read as HKDC1 inhibitor 1, SENP7 block 0, SENP8 block-1 -16, SENP8 block-2 4, Apaf-1 inh -5, SENP1 inh -9, PfG6PD inh -9 and SENP6 block -2.
Cc1coc(C)c1C(=O)CC1(O)C(=O)Nc2cc(Cl)cc(Cl)c21 (stereo not drawn) was read as HKDC1 inhibitor 0, SENP7 block -6, SENP8 block-1 -16, SENP8 block-2 -8, Apaf-1 inh 15, SENP1 inh -4, PfG6PD inh -8 and SENP6 block -19.
For O=C(NC1CCCCC1)c1cc(C(=O)c2ccccc2Br)c[nH]1 the results were HKDC1 inhibitor -8, SENP7 block 4, SENP8 block-1 -6, SENP8 block-2 -6, Apaf-1 inh 9, SENP1 inh 2, PfG6PD inh -8 and SENP6 block 2.

Pulled one by one from the entries so far:
Screening COCCCNC(=O)CN(c1cc(Cl)ccc1OC)S(C)(=O)=O returned HKDC1 inhibitor -9, SENP7 block 3, SENP8 block-1 4, SENP8 block-2 7, Apaf-1 inh -4, SENP1 inh 2, PfG6PD inh 10 and SENP6 block -11.
Screening CCCSc1nc(N)c2c3c(sc2n1)CN(C)CC3 returned HKDC1 inhibitor 10, SENP7 block 0, SENP8 block-1 inactive, SENP8 block-2 7, Apaf-1 inh 2, SENP1 inh -49, PfG6PD inh 7 and SENP6 block 2.

Next part
For Cc1cc(C)c(S(=O)(=O)NCc2cccnc2)c(C)c1 the results were HKDC1 inhibitor -2, SENP7 block 7, SENP8 block-1 23, SENP8 block-2 -5, Apaf-1 inh 8, SENP1 inh 1, PfG6PD inh 4 and SENP6 block 26.
COc1ccc(CNC(=O)c2c(C)nc3ccccn23)cc1 was read as HKDC1 inhibitor -1, SENP7 block 12, SENP8 block-1 12, SENP8 block-2 -6, Apaf-1 inh 1, SENP1 inh -2, PfG6PD inh -5 and SENP6 block 5.
For O=C(CC1CCCCC1)NCc1nc(-c2ccccc2)no1 the results were HKDC1 inhibitor 17, SENP7 block -3, SENP8 block-1 14, SENP8 block-2 1, Apaf-1 inh -4, SENP1 inh 1, PfG6PD inh -17 and SENP6 block -8.
Screening C=CCOC(=O)/C(=C\c1ccc(OC)cc1)NC(=O)c1ccco1 returned HKDC1 inhibitor -7, SENP7 block 13, SENP8 block-1 14, SENP8 block-2 -11, Apaf-1 inh -17, SENP1 inh 0, PfG6PD inh 4 and SENP6 block -9.
O=C(COc1cccc2ccccc12)Nc1cc(Cl)ccc1C(=O)O was read as HKDC1 inhibitor 19, SENP7 block -3, SENP8 block-1 -7, SENP8 block-2 5, Apaf-1 inh -8, SENP1 inh 2, PfG6PD inh 105* and SENP6 block 27.
`O=C(Nc1nnc(-c2ccco2)s1)C1CC1` gave HKDC1 inhibitor -5, SENP7 block 5, SENP8 block-1 -40, SENP8 block-2 -1, Apaf-1 inh -11, SENP1 inh 1, PfG6PD inh 1 and SENP6 block 0.
Screening O=C(CSc1ccc(Cl)cc1)Nc1ccc(N2CCN(c3ccccc3)CC2)c(F)c1 returned HKDC1 inhibitor 4, SENP7 block 10, SENP8 block-1 16, SENP8 block-2 0, Apaf-1 inh 2, SENP1 inh -5, PfG6PD inh -7 and SENP6 block 9.
`Cc1nn(-c2ccccc2)c(C)c1/C=N/NC(=O)c1cc(-c2ccccc2)n[nH]1` gave HKDC1 inhibitor 1, SENP7 block 0, SENP8 block-1 14, SENP8 block-2 1, Apaf-1 inh 12, SENP1 inh 1, PfG6PD inh 12 and SENP6 block 9.
Cc1ccc(NC(=O)CCN2CCC(C(N)=O)CC2)cc1 was read as HKDC1 inhibitor -1, SENP7 block -14, SENP8 block-1 12, SENP8 block-2 -7, Apaf-1 inh -4, SENP1 inh 2, PfG6PD inh 4 and SENP6 block 5.
Cc1ccc(S(=O)(=O)N2CCC(Oc3ccc(-n4cnnn4)cc3)CC2)cc1 was read as HKDC1 inhibitor 1, SENP7 block -1, SENP8 block-1 13, SENP8 block-2 1, Apaf-1 inh 14, SENP1 inh 1, PfG6PD inh -5 and SENP6 block 3.
Cc1ccc(S(=O)(=O)N2CCOCC2)cc1C(=O)NC1CCCC(C)C1C (stereo not drawn) was read as HKDC1 inhibitor 3, SENP7 block 13, SENP8 block-1 12, SENP8 block-2 -5, Apaf-1 inh 7, SENP1 inh -1, PfG6PD inh 0 and SENP6 block -26.
Screening COc1ccc(S(=O)(=O)N2CCc3ccccc32)cc1C(=O)OCc1c(C)noc1C returned HKDC1 inhibitor 0, SENP7 block 3, SENP8 block-1 -4, SENP8 block-2 2, Apaf-1 inh 12, SENP1 inh -1, PfG6PD inh -20 and SENP6 block 1.
COc1ccc(CCNC(=O)COC(=O)c2cccn2C)cc1 was read as HKDC1 inhibitor -5, SENP7 block -6, SENP8 block-1 -6, SENP8 block-2 -9, Apaf-1 inh 0, SENP1 inh 0, PfG6PD inh -12 and SENP6 block 2.
`c1ccc(C2Nc3ccccc3-c3nc4ccccc4n32)nc1` (stereo not drawn) gave HKDC1 inhibitor 0, SENP7 block -4, SENP8 block-1 -476, SENP8 block-2 -8, Apaf-1 inh -8, SENP1 inh -3, PfG6PD inh -2 and SENP6 block -4.
For CCN1CCN(CCNC(=O)c2ccc3c(c2)NC(=O)/C(=C\c2ccc(OC)c(OC)c2)S3)CC1 the results were HKDC1 inhibitor 2, SENP7 block 4, SENP8 block-1 -43, SENP8 block-2 3, Apaf-1 inh 32, SENP1 inh 2, PfG6PD inh 13 and SENP6 block 4.
For CC1=NN(c2ccccc2)C(=O)/C1=C\c1cn(C)c2ccccc12 the results were HKDC1 inhibitor 3, SENP7 block 6, SENP8 block-1 26, SENP8 block-2 0, Apaf-1 inh 17, SENP1 inh 5, PfG6PD inh 8 and SENP6 block -10.
For COc1ccc(C)cc1NC(=O)c1nn(C)c(C(=O)Nc2cc(C)ccc2OC)c1[N+](=O)[O-] the results were HKDC1 inhibitor 0, SENP7 block -2, SENP8 block-1 18, SENP8 block-2 5, Apaf-1 inh 10, SENP1 inh 0, PfG6PD inh 1 and SENP6 block 3.
